Chronic BCR inh – chronic active BCR signaling inhibition | hit rate 0.05% among 340,000 | ABC-DLBCL IkBa-CBG/CBR reporter, luminescence ratio, 4 h | AID 493014 | Potency, µM (titrated, usually from 46.1 µM), for the others: at the highest dose ratio change, negative = lower green/red ratio, actives largely listed as inhibitors; active means well fitted inhibition curve with a large enough effect in the signal ratio, with a control signal flat, not every such curve was filed as active; inconclusive means small, poorly fitted or top-dose-only effect, or effect the other way, or a change in a side signal; the % refers to the signal ratio;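 further: potency means the concentration at half of the fitted maximal effect; plate controls were basal doxycycline-induced cells for no effect and cells given 10 µM MG132 for full effect; MG132 reads +100%, hits lower the ratio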
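Compounds up to 46 uM were incubated four hours with TMD8 cells whose green CBG68 luciferase is fused to IkappaBalpha; red CBR luminescence normalised the signal, and concentration-effect curves were fitted to fusion, red and ratio data.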
ELG1 DNA repair – ELG1-dependent DNA repair inhibition; HEK293T ELG1-luciferase reporter, luminescence, 16 h; DNA damage induced by 5-fluorouridine; Potency, µM (series often up to 46.1 µM), for inactives: at the highest dose activity change, negative = inhibition, actives largely listed as inhibitors; hit rate 2.3% among 330,000; AID 504467; further: potency means the concentration at half of the fitted maximal effect; on the % scale 0 is the no-effect control and ±100 the full control effect; nearly all actives have a fitted effect of over 55% in size
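HEK293T cells expressing luciferase-tagged ELG1 (2,000/well) received 5-Fluorouridine plus compound or DMSO for 16 hr at 37 °C. Luciferase was read by ONE-Glo luminescence after 30 min at room temperature.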
B2AR arrestin – beta2AR (human) beta-arrestin recruitment activity | hit rate 0.02% among 330,000 | beta-arrestin recruitment to beta2AR, cell-based reporter | Potency, µM (top dose mostly 46.1 µM), without a hit: at the highest dose activation, most hits filed as activators;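 further: potency means the concentration at half of the fitted maximal effect; 0% = DMSO controls and full agonism = EC100 isoproterenol or metaproterenol; nearly all actives have a fitted effect of over 65% in size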
TSG101-PTAP inh – blocks PTAP/TSG101 interaction to inhibit HIV-1 budding | Fluorescence polarization, FITC-PTAP peptide / Tsg101 binding | Potency, µM (top dose mostly 115 µM), for inactives: at the highest dose activity change, negative = inhibition, most hits filed as inhibitors | 340,000 tested, under 10 active | AID 493005; active means well fitted inhibition curve with a large enough effect in the main read-out, with a control signal flat, not every such curve was filed as active; inconclusive means small, poorly fitted or top-dose-only effect, or effect the other way, or a change in a side signal; inactive means no such curve, though single readings can be large or run the other way; further: potency means the concentration at half of the fitted maximal effect; % of control where 0% means no effect
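Fluorescence polarization binding of Tsg101 binding domain (10 uM final) to FITC-labeled PTAP peptide (50 nM final) in HEPES pH 7.5 buffer with NaCl, Tween 20, EDTA, TCEP. Compounds added before peptide; binding 20 min at RT.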
uPA surface inh – inhibitors of cell surface uPA generation; Potency, µM (titrated, usually from 38.3 µM), without a hit: at the top dose activity change, negative = inhibition, usual class: inhibitors; AID 540303; hit rate 0.31% among 330,000; cell surface uPA generation assay, qHTS; active means well fitted inhibition curve with a large enough effect; inconclusive means small, poorly fitted or top-dose-only effect; inactive means no such curve, though single readings can be large or run the other way; tested in mouse RAW 264.7 cells; further: potency means the concentration at half of the fitted maximal effect; on the % scale 0 is the no-effect control and ±100 the full control effect; nearly all actives have a fitted effect of over 55% in size
TCR activator – T cell receptor activation. primary human leukocytes, anti-CD3, IL-2 HTRF, 48 h. Potency, µM (doses to about 9.22 µM), inactives show at the highest dose activation of IL-2 secretion, most hits filed as activators. 330,000 tested, under 10 active. AID 504894; further: % of control where 0% means no effect
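IL-2 release read by HTRF sandwich (Eu cryptate donor, d2 acceptor, 665 nm emission) after 48 hr exposure of primary human leukocytes to compound together with anti-CD3 beads in the absence of co-stimulatory signals.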
Tb PFK inh – blocks T. brucei phosphofructokinase; T. brucei PFK, ADP-Glo luminescence; Potency, µM (highest dose often 57.5 µM), inactives show at the top dose activity, negative = inhibition, actives largely listed as inhibitors; hit rate 0.17% among 330,000;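 further: potency means the concentration at half of the fitted maximal effect; 0% = uninhibited 1x PFK enzyme wells and -100% = no-enzyme wells; nearly all actives have a fitted effect of over 60% in size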
Target sequence (O15648 whole entry, looked up): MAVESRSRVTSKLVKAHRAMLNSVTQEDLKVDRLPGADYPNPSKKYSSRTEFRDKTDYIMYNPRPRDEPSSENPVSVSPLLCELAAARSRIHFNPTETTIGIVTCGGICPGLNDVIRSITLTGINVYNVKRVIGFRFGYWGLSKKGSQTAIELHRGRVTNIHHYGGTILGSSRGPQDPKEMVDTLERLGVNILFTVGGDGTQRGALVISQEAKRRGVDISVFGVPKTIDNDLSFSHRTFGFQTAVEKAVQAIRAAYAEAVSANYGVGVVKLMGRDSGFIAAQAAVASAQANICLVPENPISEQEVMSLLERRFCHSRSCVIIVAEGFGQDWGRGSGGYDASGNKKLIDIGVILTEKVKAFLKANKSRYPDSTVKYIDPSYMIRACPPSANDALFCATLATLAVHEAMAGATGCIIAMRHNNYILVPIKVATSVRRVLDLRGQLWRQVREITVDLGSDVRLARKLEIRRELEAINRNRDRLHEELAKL
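In TEA buffer at pH 8.0 with 5 mM MgCl2, enzyme (1.25 nM) converted F6P (0.5 mM) and ATP (0.1 mM) for 45 min at room temperature. ADP product was read by luciferase luminescence.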
TSHR antagonist – antagonists of human thyroid stimulating hormone receptor; AID 504810; hit rate 0.2% among 330,000; P16473; activity change, negative = inhibition, % at 11.5 µM; TSHR-expressing cells, TSH-stimulated cAMP HTRF, 2 h; hits give low values;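 active means activity change below a set negative limit, meaning inhibition stronger than a set level, cut at about -70% in these data; inconclusive means activity change between two set negative limits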; further: on the % scale 0 is the no-effect control and ±100 the full control effect
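Freshly harvested TSHR cells receive pin-tooled compound, then EC80 TSH at 4nM final. After 2 hours at 37 deg C, antibody in lysis buffer and cAMP-d2 are added; 30 minutes at ambient temperature precede the HTRF read.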
USP2a inh – blocks human ubiquitin-specific protease USP2a | USP2 core, Ub-CHOP2 coupled fluorogenic reporter, 485/531 | Potency, µM (highest dose often 38.3 µM), without a hit: at the top dose activity change, negative = inhibition, usual class: inhibitors | hit rate 0.01% among 330,000;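 further: potency means the concentration at half of the fitted maximal effect; plate controls were DMSO wells for no effect and full inhibition by NEM control for full effect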
Target sequence (O75604 whole entry, looked up): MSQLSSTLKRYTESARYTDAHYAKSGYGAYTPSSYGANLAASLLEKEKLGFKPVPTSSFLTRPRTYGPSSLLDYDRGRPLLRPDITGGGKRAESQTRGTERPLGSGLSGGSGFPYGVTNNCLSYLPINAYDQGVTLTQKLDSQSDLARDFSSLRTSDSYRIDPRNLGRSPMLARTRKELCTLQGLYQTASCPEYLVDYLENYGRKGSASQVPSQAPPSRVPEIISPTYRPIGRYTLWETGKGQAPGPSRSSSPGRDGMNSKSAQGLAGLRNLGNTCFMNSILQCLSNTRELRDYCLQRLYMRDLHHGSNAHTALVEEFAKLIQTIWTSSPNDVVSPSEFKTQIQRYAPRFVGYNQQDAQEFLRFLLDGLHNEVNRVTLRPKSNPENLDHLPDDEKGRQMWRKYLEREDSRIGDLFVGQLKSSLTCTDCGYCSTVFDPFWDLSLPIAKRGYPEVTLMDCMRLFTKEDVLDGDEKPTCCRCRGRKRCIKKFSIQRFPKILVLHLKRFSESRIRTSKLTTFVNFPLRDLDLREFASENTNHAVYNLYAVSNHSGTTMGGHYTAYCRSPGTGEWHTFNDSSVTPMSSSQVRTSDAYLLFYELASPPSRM
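Deubiquitinase activity read as fluorescence (485/531 nm) after Ub-CHOP2 cleavage activates the enterokinase reporter on its substrate; USP2 core 10nM, Ub-CHOP2 and substrate 25nM each, 30min compound preincubation then 60min RT; data normalized to NEM, curves fitted.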
Eya2 inh – Eya2 (human) phosphatase inhibition. recombinant Eya2, OMFP fluorescence dephosphorylation (OMFP is methylfluorescein phosphate). Potency, µM (series often up to 76.9 µM), inactives show at the highest dose activity, negative = inhibition, hits mostly inhibitors. hit rate 0.006% among 330,000. AID 488837. O00167; further: potency means the concentration at half of the fitted maximal effect; on the % scale 0 is the no-effect control and ±100 the full control effect
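Eya2 (0.2 uM) preincubated 10 min at ambient with compound, then OMFP substrate added at 50 uM; 10 min reaction in 50 mM HEPES pH 7.5, 50 mM NaCl, 5 uM MgCl2, 0.05% BSA, 1 mM DTT. Fluorescence read at Ex 485/Em 525 nm.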
Mito fusion act – mitochondrial division inhibition or fusion activation; S. cerevisiae fusion-defective mutant growth rescue, CellTiterGlo 48 h; Potency, µM (top dose mostly 46.1 µM), for the others: at the top dose growth rescue (activation), most hits filed as activators; hit rate 0.23% among 320,000;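 further: potency means the concentration at half of the fitted maximal effect; % of control where 0% means no effect; nearly all actives have a fitted effect of over 45% in size; temperature-sensitive fusion mutants such as fzo1-1 at 37 °C on non-fermentable ethanol glycerol medium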
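Temperature-sensitive fusion-defective S. cerevisiae (e.g. fzo1-1, mgm1-5) were grown with compound in YPEG medium (3% ethanol, 3% glycerol) for 48 hours at 37C. Growth rescue was measured as viability by CellTiterGlo luminescence after 10 minutes at ambient.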
Active calls of the source: *; u = inconclusive; x = not tested or not shown; [ ] = dose if it differs, or a comment. Unless noted, the call rests on the fitted dose curve; in most records, active means well fitted curve in the direction sought with a large enough effect; inconclusive means small, poorly fitted or top-dose-only effect, or another doubt; inactive means no such curve, though single readings can be large; an effect the other way counts as inactive or inconclusive.

SMILES	Chronic BCR inh	ELG1 DNA repair	B2AR arrestin	TSG101-PTAP inh	uPA surface inh	TCR activator	Tb PFK inh	TSHR antagonist	USP2a inh	Eya2 inh	Mito fusion act
COc1cc(C=O)ccc1OCCOCCOc1cc(C)ccc1Cl	u	-20%	0.4%	-2%	0%	7%	1%	-6	4%	-11%	-7%
O=C1C(=O)c2ccccc2C(O)=C1c1cccc([N+](=O)[O-])c1	-14%	u	0.4%	-5%	-13%	3%	6%	-5	5%	8%	2%
O=C(CCNC(=O)c1ccc([N+](=O)[O-])cc1)NCC1COc2ccccc2O1 (stereo unspecified)	-7%	0%	0.1%	-5%	3%	-1%	6%	-5	1%	34%	0%
Fc1cccc(COc2ccccc2CNc2ccccc2)c1	u	-11%	0.3%	0%	7%	-2%[46.1 µM]	-14%	5	-1%	-16%	15%
COc1cc(C2C3=C(CCCC3=O)OC3=C2C(=O)CCC3)ccc1OCC(=O)Nc1ccccc1	u	-2%	-0.6%	-1%	-4%	-5%	4%	6	1%	-9%	-8%
COc1ccc(C(=O)Nc2ccc3[nH]ncc3c2)cc1OC	u	25%	4.1%	-4%	-3%	x	-5%	-7	1%	1%	0%
CC(C)c1ccc(OCCCCN2CCCCC2)cc1	-1%	-5%	0.1%	1%	-1%	5%	2%	-1	3%	4%	-16%
CC(=O)Nc1ccc(NC(=O)C(C)OC(=O)/C(C#N)=C/c2ccc(N(C)C)cc2)cc1 (stereo unspecified)	u	u	-0.1%	u	1%	-1%	0%	6	-1%	-24%	1%
Cc1cc(NC(=O)c2ccc3c(c2)C(=O)N(C(C)(C)C)C3=O)no1	2%	u	0.0%	-2%	7%	x	2%	5	-2%	4%	-4%
CS(=O)(=O)N1CCC(C(=O)Nc2ccc(Oc3ccccc3)cc2)CC1	-3%	-1%	-0.1%	-3%	-2%	2%	-1%	16	-1%	1%	-5%
COC(=O)C1=C(C)N(C2CCCCC2)C(=O)C1	-7%	-7%	-0.6%	-5%	-2%	-2%	0%	3	4%	5%	2%
Cc1ccc(-n2c(C)cc(/C=C3\NC(=O)NC3=O)c2C)c(C)c1	-1%	8%	-1.0%	1%	-2%	-9%	0%	-3	2%	0%	28%
Cc1ccccc1OCC(=O)OCC(=O)c1ccc(OC(=O)c2ccccc2)cc1	-9%	3%	-0.2%	x	-11%	x	1%	-9	-1%	-26%	1%
COc1ccc(C(=O)CSc2nccn2C)c(OC)c1	u	u	0.1%	-3%	-13%	-1%	-1%	-12	2%	-3%	-8%
Cc1ccc(-n2nc(C)c(Sc3ccccc3[N+](=O)[O-])c2N)cc1	u	9%	-2.3%	2%	1%	8%[46.1 µM]	-8%	10	0%	2%	u
Cc1cccc(OCc2nnc(SCc3nc4ccccc4c(=O)[nH]3)o2)c1	u	0%	2.9%	-1%	5%	0%	0%	-3	5%	5%	-7%
Nc1ccc(C(=O)OCC(=O)NC2CCS(=O)(=O)C2)cc1[N+](=O)[O-] (stereo unspecified)	0%	11%	-0.7%	-1%	5%	-16%	0%	4	4%	0%	1%
COc1ccccc1CNC(=O)CS(=O)Cc1nc(-c2ccccc2C)oc1C (stereo unspecified)	u	-2%	-1.0%	0%	-1%	0%	2%	15	2%	7%	0%
COC(=O)Cc1ccc(NC(C)=O)cc1	-2%	19%	0.1%	-3%	10%	3%	0%	0	1%	5%	-25%
O=C(CNC(=O)c1cccs1)N=Nc1c(O)[nH]c2ccc([N+](=O)[O-])cc12	u	-1%	-1.0%	-1%	18%	-5%	-1%	-12	1%	7%	4%
CC(=O)c1ccc(S(=O)(=O)NCc2cccnc2)cc1	1%	-9%	-0.2%	-1%	-2%	-6%	1%	-3	0%	2%	2%
COc1cc(C2C(C#N)=C(N)Oc3cc(C)oc(=O)c32)cc(OC)c1OC (stereo unspecified)	14%	-6%	-0.6%	-1%	0%	4%	-1%	-5	-11%	-16%	1%
O=c1cc(CO)oc(CN2CCN(c3cccc(C(F)(F)F)c3)CC2)c1O	8%	u	0.0%	-3%	-7%	2%	-1%	-5	1%	5%	1%
Clc1ccc(C2=NN=C3COc4ccccc4N3C2)cc1	u	-13%	-0.8%	-10%	-22%	1%[46.1 µM]	5%	-3	4%	1%	5%
CCN(C(=O)COC(=O)c1ccc2c(c1)OCO2)c1ccccc1	0%	-1%	-0.9%	0%	5%	-1%[46.1 µM]	-7%	10	0%	-11%	x
COc1ccc(CCNC(=O)c2cc(-c3cc(C)ccc3O)n[nH]2)cc1OC	u	23µM*	0.2%	-5%	0%	-6%	-1%	-8	-4%	-14%	-2%
O=C(C=C1CCN(c2ncc(C(F)(F)F)cc2Cl)CC1)NNC(=O)Nc1ccc(Cl)cc1	u	-1%	0.3%	-4%	1%	-3%	-1%	-15	1%	2%	-8%
O=[N+]([O-])c1ccc(NCCNS(=O)(=O)c2ccccc2)c(C(F)(F)F)c1	9%	-10%	-0.3%	-4%	-7%	1%	1%	28	5%	0%	0%
C=C(C)c1cccc(C(C)(C)NC(=O)Nc2ncccn2)c1	u	-7%	0.5%	-4%	0%	2%	-7%	-5	2%	2%	4%
O=C(Nc1ccccc1)Nc1ccc(C(=O)N2CCCC2)cc1	0%	u	0.0%	-2%	-13%	-12%	-22%	-4	-1%	6%	-15%
COc1ccc(-n2c(N)c(C(=O)NCc3ccco3)c3nc4ccccc4nc32)c(OC)c1	u	-25%	3.2%	-2%	6%	0%	5%	-4	-4%	-11%	8%
O=C(c1cccc([N+](=O)[O-])c1)N1CCCC(C(=O)N2CCN(c3ccccc3)CC2)C1 (stereo unspecified)	0%	1%	0.0%	x	8%	0%	1%	-4	1%	9%	0%
O=C(c1cc(Cl)cc(Cl)c1)N1CCN(c2cc(C(F)(F)F)nc3ccccc23)CC1	0%	21µM*	-0.4%	-12%	1%	0%	-1%	-7	-1%	-3%	3%
CCc1ccc2[nH]cc(S(=O)(=O)c3ccc(C)c(C)c3)c(=O)c2c1	1%	u	-1.2%	0%	-7%	-5%	3%	-5	1%	10%	2%
O=C(Nc1ccccc1N1CCOCC1)c1ccccc1[N+](=O)[O-]	-1%	7%	0.0%	-4%	5%	-10%	-2%	48	-2%	-7%	-4%
COc1ccc(Cc2nnc(SCC(=O)NC3CCCCC3)n2C)cc1	2%	3%	0.0%	1%	-1%	-2%	-5%	7	1%	-14%	-3%
CC(C)C1COC(c2cccc3ccccc23)=N1 (stereo unspecified)	4%	u	0.2%	2%	-5%	5%	-12%	-9	-3%	-3%	-3%
CN(C)/C=C/C(=O)c1ccc(S(=O)(=O)c2ccccc2)cc1	11%	-8%	-1.1%	0%	3%	-4%	1%	-16	1%	15%	0%
Cc1cccc(N2C(=O)CC(Sc3ncn[nH]3)C2=O)c1 (stereo unspecified)	-16%	-1%	-0.1%	-4%	-8%	x	-9%	8	2%	u	5%
COc1cc(CNC2CCCCCCC2)ccc1OCC(N)=O	7%	u	-0.4%	-13%	-4%	-6%	-4%	14	2%	0%	-1%
COc1ccc(S(=O)(=O)NC2CC2)cc1C(=O)N1CCOCC1	5%	5%	-0.2%	-2%	-3%	-5%	5%	5	1%	9%	-3%
Cn1c(C(=O)OCC(=O)NCc2ccco2)cc2sccc21	-4%	-19%	-0.7%	-18%	-12%	3%	2%	-6	-4%	-4%	3%
Nc1nonc1C(=O)NCCNS(=O)(=O)c1ccc(F)cc1	-10%	3%	-1.5%	-3%	-1%	0%[46.1 µM]	8%	-3	6%	0%	-5%
O=C(CN1CCN(Cc2ccccc2F)C1=O)NCCc1ccc(Cl)cc1	-6%	-7%	0.3%	-1%	16%	11%	-5%	-9	-1%	8%	0%
COc1ccc([N+](=O)[O-])cc1CSc1ccccn1	7%	23%	-0.2%	-3%	-2%	5%	-1%	18	3%	-6%	-1%
C=C(C)CSc1nc(N)c2c(C)c(C)sc2n1	u	u	0.3%	-5%	2%	0%	1%	-17	1%	-2%	-2%
